ssDAF12 agonist – activates DAF-12 receptor from parasite S. stercoralis | HEK293 ssDAF-12/GRIP1 lit1-tk-luc reporter, luminescence; % of 3 µM dafachronic acid response | activation, % at 6.8 µM | hit rate 1% among 370,000 | AID 652126;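 active means activation above the mean over all tested compounds plus 3 SD, cut at about 0.9% in these data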;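 further: 0% = DMSO-only wells and 100% = 3 µM delta7-dafachronic acid wells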
sPLA2-III inh – Inhibits HGIII-sPLA2 liposome hydrolysis, primary screen | Q9NZ20 | QFRET BODIPY PC-A2 liposome hydrolysis, fluorescence | inhibition, % at 12.2 µM | hit rate 0.56% among 370,000 | AID 743126;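 active means inhibition above mean plus 3 SD of compounds lying within the high and low control bounds, cut at about 19% in these data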;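 further: 0% = median of test compound wells and 100% = no enzyme DMSO wells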
GC-B act – GC-B (human) receptor activation | hit rate 0.11% among 370,000 | activation, % at 10 µM | P20594 | HEK293-GC-B cells, CNP EC30, cGMP TR-FRET; 0% at EC30 CNP, 100% saturating CNP;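 active means activation at 10 µM reaching about 35% in either raw or pattern-adjusted values, limit read from the data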
Target sequence (P20594 whole entry, looked up): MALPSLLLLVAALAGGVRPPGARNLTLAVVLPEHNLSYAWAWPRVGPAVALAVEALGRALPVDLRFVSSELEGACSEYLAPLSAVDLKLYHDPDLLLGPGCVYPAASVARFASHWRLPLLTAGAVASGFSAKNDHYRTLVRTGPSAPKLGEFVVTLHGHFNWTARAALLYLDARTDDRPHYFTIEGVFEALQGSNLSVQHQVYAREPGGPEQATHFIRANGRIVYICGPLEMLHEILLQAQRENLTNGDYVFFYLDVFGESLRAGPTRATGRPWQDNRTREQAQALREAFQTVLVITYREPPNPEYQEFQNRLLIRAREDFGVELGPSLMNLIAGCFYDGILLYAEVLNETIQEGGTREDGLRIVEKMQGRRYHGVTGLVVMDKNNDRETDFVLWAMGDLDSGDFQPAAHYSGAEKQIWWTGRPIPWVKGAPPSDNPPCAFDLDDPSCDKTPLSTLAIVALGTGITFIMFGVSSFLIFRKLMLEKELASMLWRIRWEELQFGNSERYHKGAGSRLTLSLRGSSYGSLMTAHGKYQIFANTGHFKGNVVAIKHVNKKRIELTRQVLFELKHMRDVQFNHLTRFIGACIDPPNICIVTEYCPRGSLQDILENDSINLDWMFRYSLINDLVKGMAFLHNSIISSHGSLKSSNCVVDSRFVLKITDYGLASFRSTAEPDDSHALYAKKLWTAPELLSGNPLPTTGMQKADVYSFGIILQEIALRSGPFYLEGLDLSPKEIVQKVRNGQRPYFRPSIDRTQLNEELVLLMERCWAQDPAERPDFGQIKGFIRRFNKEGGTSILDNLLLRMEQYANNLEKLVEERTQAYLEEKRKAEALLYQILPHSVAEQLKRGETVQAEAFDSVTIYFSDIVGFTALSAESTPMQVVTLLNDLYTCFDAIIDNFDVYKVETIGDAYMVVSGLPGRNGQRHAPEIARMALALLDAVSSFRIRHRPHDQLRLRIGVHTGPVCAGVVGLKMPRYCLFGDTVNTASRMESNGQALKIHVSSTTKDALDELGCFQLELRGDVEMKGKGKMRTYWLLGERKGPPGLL
GAA850 FXN act – activators of GAA850 frataxin (FXN) promoter; HEK293 lucGAA850 FXN promoter luciferase reporter, 24 h; percent of 10 µM SAHA response; AID 540364; hit rate 0.56% among 360,000; activation, % at 6 µM;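 active means activation above the average of all compounds screened plus 3 SD, cutoff fixed separately per campaign, cut at about 7.5% in these data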;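 further: 0% = DMSO wells and 100% = 10 µM SAHA wells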
DAX1 inh-1 – inhibitors of DAX1 repression of SF-1 activated StAR promoter | HEK293T StAR-luciferase reporter, SF-1/DAX-1 repression relief | inhibition, % at 6.8 µM | hit rate 1.1% among 370,000 | AID 652010;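 active means inhibition above the mean over all tested compounds plus 3 SD, cut at about 3.6% in these data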;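 further: 0% = DAX-1 cells with DMSO and 100% = cells lacking DAX-1 with DMSO; higher inhibition means more luminescence from relief of DAX-1 repression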
hgDAF12 agonist – agonists of H. glycines DAF-12 nuclear receptor; HEK293 GAL4-hgDAF12 UAS-luciferase reporter, agonist luminescence; normalized to butyrate control; activation, % at 6.8 µM; hit rate 1.8% among 370,000; AID 687014;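 active means activation above a cutoff set at the mean of all screened compounds plus 3 SD, cut at about 10% in these data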;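 further: 0% = DMSO wells and 100% = sodium butyrate wells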
DAX1 inh-2 – inhibits human nuclear receptor DAX1 | HEK293 Gal4-DAX1 luciferase reporter, luminescence | inhibition, % at 6.75 µM | hit rate 0.99% among 340,000 | AID 504766;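 active means inhibition above the mean over all tested compounds plus 3 SD, cut at about 4.2% in these data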;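 further: 0% = DAX1-transfected cells with DMSO and 100% = empty-vector control cells with DMSO; inhibition shows as a rise in luminescence from relieved DAX1 repression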
proKLK7 act – activates the human kallikrein-7 zymogen. P49862. purified proKLK7, EDANS-DABCYL substrate fluorescence; 100% is mature enzyme control, 0% vehicle. activation, % at 7 µM. hit rate 0.9% among 370,000. AID 652039;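 active means activation above the mean of all tested compounds plus 3 SD, computed per campaign excluding outliers beyond control limits, cut at about 13% in these data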
hcDAF-12 act – H. contortus DAF-12 activation, primary screen; HEK293 hcDAF-12 lit1-tk-luc reporter, luminescence; 0% DMSO, 100% Δ7-dafachronic acid; activation, % at 6.8 µM; hit rate 1.4% among 370,000;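 active means activation above the mean of all tested compounds plus 3 SD, cut at about 5.5% in these data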;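 further: 100% = response to 3 µM Δ7-dafachronic acid high control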
GC-A act – GC-A (human) enzyme activation. hit rate 0.14% among 370,000. activation, % at 10 µM. HEK293 GC-A cells, cGMP TR-FRET, EC30 ANP; 0% at EC30 ANP, 100% saturating ANP. P16066; in the data active means activation above about 40%
SMARCA2 act – SMARCA2 function activation, primary screen. MG213 cells, MMTV-luciferase reporter, dexamethasone, overnight. activation, % at 9.1 µM. hit rate 1% among 370,000; in the data active means activation above about 7.8%;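 further: 0% = vehicle wells and 100% = reference activator wells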
* hit, by the source's call; / = not tested or not shown.

SMILES | ssDAF12 agonist | sPLA2-III inh | GC-B act | GAA850 FXN act | DAX1 inh-1 | hgDAF12 agonist | DAX1 inh-2 | proKLK7 act | hcDAF-12 act | GC-A act | SMARCA2 act
C=CCOCCn1[nH]c2ccccc2c1=O | -1.1 | 7 | 5 | 0.2 | -0.3 | 0.9 | 0.6 | -6.9 | -0.3 | 4 | 0
CCOC(=O)c1cc(NC(=O)Cc2ccc(S(=O)(=O)N3CCOCC3)s2)cc(C(=O)OCC)c1 | -1.5 | -92 | -1 | -6.1 | -7.0 | -3.9 | -3.1 | 0.3 | -3.0 | -4 | 2
Cc1ccc(NC(=O)c2cnn(-c3ccccc3)c2C)c(C)c1 | -0.3 | -4 | 5 | 0.5 | 1.0 | 7.3 | 1.9 | 1.1 | 1.9 | -1 | 4
CCC(=O)N1CCCc2cc(S(=O)(=O)N3CCN(C4CCCCC4)CC3)ccc21 | -1.1 | 4 | 2 | -2.1 | -0.8 | -3.9 | -1.6 | -0.6 | -1.5 | -9 | -4
O=C(NN=C1CCCC1)c1n[nH]c2c1CCC2 | 0.6 | 2 | 0 | 0.6 | 1.8 | 2.7 | 1.6 | 0.4 | 5.1 | 2 | -1
COc1ccc(CN2CCC[C@]3(N[C@H](c4ccc(C(F)(F)F)cc4)[C@@H]4C(=O)N(C)C(=O)[C@@H]43)C2=O)cc1 | -1.4 | -5 | -3 | 0.7 | 1.6 | -2.1 | 0.0 | -0.1 | -0.4 | -1 | -5
Cc1cccc(NC(=O)N2CCC(NC(=O)c3ccccc3C)CC2)c1 | -0.5 | 3 | -1 | 1.0 | 0.3 | -2.3 | -1.8 | 0.4 | -0.1 | 1 | -3
CCSc1nnc(NC(=O)Cc2cc(OC)c(OC)c(OC)c2)s1 | -1.8 | -2 | -4 | 1.8 | 0.4 | 1.8 | 0.1 | -0.9 | -0.7 | 2 | -3
C[C@H](NC(=O)C1CCN(C(=O)[C@@H]2CCCN2C(=O)OC(C)(C)C)CC1)C(=O)NCc1ccc(F)cc1 | -0.3 | 1 | 0 | -0.2 | -0.2 | 1.0 | / | 0.0 | -0.1 | 3 | 0
CN(C)S(=O)(=O)c1cccc(C(=O)OCC(=O)Nc2sccc2C(N)=O)c1 | -1.6 | -13 | 5 | -5.7 | -2.0 | -1.6 | -2.1 | 0.0 | -3.0 | 12 | -2
Cc1ccc(NC(=O)c2c(C(F)(F)F)nn(C)c2SCc2cccc(C(F)(F)F)c2)cc1C | -1.9 | -11 | -5 | -1.3 | -1.5 | -1.7 | -1.0 | 0.2 | -1.9 | -3 | -6
COC(=O)c1ccc2ccn(CC(=O)NC3CCCCC3)c2c1 | -0.8 | 3 | -8 | 1.2 | -0.7 | -1.0 | 0.6 | -0.1 | -1.9 | -2 | -2
COc1cccc(CN(C)C(=O)c2ccc(S(=O)(=O)N3CCCC3)cc2)c1OC | -1.6 | -2 | -2 | 0.4 | 0.0 | -1.7 | 0.4 | -0.6 | -1.9 | 2 | -1
c1ccc(-c2ncnc3nc4n(c23)CCC4)cc1 | -1.4 | 3 | -1 | 2.1 | -0.4 | -0.6 | 1.2 | -0.5 | 0.6 | 0 | 1
O=C(NC(c1ccc(-c2ccccc2)cc1)c1cnccn1)C1CCN(CCOc2ccc(F)cc2)CC1 (configuration not stated) | -1.6 | -28 | -5 | -1.1 | -0.7 | -3.5 | / | 1.1 | 1.4 | -4 | -1
Oc1cc(Cc2ccccc2)cnc1CN1CCCCC1 | -0.7 | -8 | -1 | 1.6 | 0.7 | -0.4 | 0.9 | 0.1 | 0.8 | 3 | -2
C/C(=N\Nc1cccc2cccnc12)c1ccc[nH]1 | 1.3* | 12 | 4 | 5.7 | 7.5* | 20* | 1.9 | 0.7 | 10* | 6 | 7
Cc1nccn1-c1ccc(C(F)(F)F)cc1[N+](=O)[O-] | -0.9 | 3 | -1 | 1.2 | -0.3 | -2.6 | 0.0 | 0.7 | -0.7 | -1 | 2
O=C(Nc1cc(F)c(Br)cc1F)c1ccc(Cl)cc1 | -0.2 | 8 | -12 | 2.5 | 0.9 | 9.6 | 0.9 | 0.5 | 1.4 | 13 | 0
Cc1cc2c3ccccc3[nH]c(=O)n2n1 | 0.1 | 0 | -2 | 1.8 | -0.4 | -1.8 | 0.4 | 0.5 | -1.1 | -1 | 1

Going on with the list.
SMILES | ssDAF12 agonist | sPLA2-III inh | GC-B act | GAA850 FXN act | DAX1 inh-1 | hgDAF12 agonist | DAX1 inh-2 | proKLK7 act | hcDAF-12 act | GC-A act | SMARCA2 act
Cc1ccc(C(=O)O)c(NC=O)c1OCc1ccccc1 | -1.4 | -3 | 0 | -0.3 | 0.2 | 0.0 | 1.1 | 0.7 | -0.6 | -3 | 4
CCOC(=O)C1=CN(Cc2ccco2)S(=O)(=O)NC1c1ccc(F)c(Cl)c1 (configuration not stated) | -0.9 | -27 | 0 | -0.5 | -0.2 | 0.5 | -0.4 | -0.4 | -0.8 | -2 | -1
CN(C)S(=O)(=O)c1ccc(N2CCCC2)c(C(=O)Nc2ccc(F)cc2F)c1 | -1.5 | -9 | 6 | 1.1 | 0.3 | -2.3 | 0.2 | 1.0 | -2.3 | 3 | 2
COc1ccc(C(=O)C2CCCN(C(=O)c3ccoc3C)C2)cc1F (configuration not stated) | -0.8 | 7 | 3 | 0.2 | 0.3 | -0.1 | 0.5 | -0.2 | -2.8 | -3 | -4
C[C@@H]1O[C@H](C2CC2)Cc2[nH]c(=S)[nH]c(=O)c21 | -1.3 | 0 | -4 | / | 0.8 | 1.8 | / | 0.5 | -0.9 | 0 | -2
CCS(=O)(=O)c1nc(S(=O)(=O)c2ccc(C)cc2)c(NCCN2CCOCC2)s1 | -1.0 | 3 | 6 | -0.6 | -0.3 | 0.6 | 1.1 | -0.5 | -1.4 | 3 | -1
COc1cc2c(c(OC)c1OC)CCc1cnoc1-2 | -1.4 | -1 | -1 | 1.9 | 0.2 | 1.5 | -1.7 | -0.1 | -3.3 | 1 | 0
CCCCCc1ccc(C(=O)CCC(=O)OCC(=O)N(CC)c2c(N)n(Cc3ccccc3)c(=O)[nH]c2=O)cc1 | -1.1 | -7 | 2 | -0.9 | 0.4 | -0.6 | -0.6 | -0.3 | -1.0 | -3 | 1
Cc1ccc2c(CC(=O)N3CCN(S(=O)(=O)c4ccc5c(c4)OCCO5)CC3)coc2c1 | 0.9 | -21 | -2 | -0.7 | -0.1 | -0.2 | -0.2 | -0.6 | 1.4 | -3 | -3
COc1ccc(Cl)cc1C(=O)OCC(=O)NC(=O)c1cccn1C | -1.1 | -10 | 3 | 2.3 | -0.4 | 1.3 | -1.4 | 0.0 | 0.2 | 1 | -3
O=[N+]([O-])c1ccc(NS(=O)(=O)N2CCOCC2)cc1 | -0.2 | 6 | 0 | 0.6 | -1.7 | 3.3 | 0.4 | 0.6 | 0.4 | -1 | -3
COC(=O)[C@]1(Cc2ccccc2)N[C@H](c2ccc(-c3ccc4c(c3)OCO4)cc2)[C@@H]2C(=O)N(C)C(=O)[C@@H]21 | -1.0 | 4 | -2 | 1.5 | 0.1 | -0.8 | 1.4 | -0.1 | -2.1 | 0 | 0
COc1ccc2nc(C)c(C(N)=O)cc2c1 | -1.3 | 5 | 1 | -0.4 | 0.4 | -1.8 | 0.0 | 0.2 | -1.6 | -2 | -2
CC(=O)Nc1sc(N/N=C\c2cccc(Cl)c2)nc1-c1cccs1 | -0.5 | 25* | -2 | 0.9 | 1.2 | 5.1 | 0.9 | -1.7 | 8.4* | -6 | 2
O=C(O)c1cc2c(s1)-c1ccccc1OC2 | -0.4 | 2 | -1 | 0.2 | 0.9 | -2.2 | 0.3 | 34* | 1.7 | 1 | 3
CCOc1ccc(S(=O)(=O)NCc2ccc3c(c2)OCO3)cc1C(=O)O | -0.9 | 7 | 3 | 0.9 | 0.5 | -2.3 | -1.2 | -0.8 | -0.3 | 2 | -3
CC1(C)CC(=O)C(Sc2ccccc2C(=O)O)=C(O)C1 | -0.4 | 23* | -1 | 1.2 | -0.2 | -1.1 | 0.3 | 0.2 | -1.9 | 0 | -1
Cc1cc(=S)[nH]c2ccccc12 | 0.1 | 3 | 1 | 1.1 | 0.2 | -2.0 | 0.2 | 0.0 | 2.0 | 1 | 1
COC(=O)C[C@H]1c2ccc(C(F)(F)F)cc2S(=O)(=O)N1Cc1ccccc1 | -1.2 | 0 | 4 | -2.4 | 0.0 | 3.5 | 0.5 | 0.3 | 0.0 | 1 | 1
CCC(C)N(C(=O)COC(=O)/C=C/c1ccc(O)c(OC)c1)C1CCS(=O)(=O)C1 (configuration not stated) | -0.8 | 4 | -3 | 1.5 | 0.3 | -1.9 | -0.6 | -0.5 | -1.1 | -1 | -4

The list goes on.
SMILES | ssDAF12 agonist | sPLA2-III inh | GC-B act | GAA850 FXN act | DAX1 inh-1 | hgDAF12 agonist | DAX1 inh-2 | proKLK7 act | hcDAF-12 act | GC-A act | SMARCA2 act
O=C(CNCc1ccc(Cl)cc1)Nc1cccc(C(=O)O)c1 | -1.1 | -4 | 2 | 3.1 | -0.6 | 2.8 | / | 0.5 | -0.1 | 4 | 1
O=C(Nc1cccc(F)c1)N(Cc1ccc(Cl)cc1)CC(O)C(F)(F)F (configuration not stated) | -1.2 | -10 | -16 | -2.3 | 0.5 | -1.8 | -0.7 | -0.6 | -0.5 | -15 | -2
Cc1cc(C)nc(SCc2cc(=O)c(OC(=O)c3ccco3)co2)n1 | -1.9 | 10 | -4 | 2.4 | 0.4 | -2.5 | -0.5 | 0.2 | -3.4 | -2 | -1
COc1ccc(NC(=O)c2c(OC)cccc2OC)c(OC)c1 | -1.0 | 15 | -2 | 0.8 | -0.4 | 0.4 | 0.4 | 0.1 | 1.4 | -6 | -6
COCCNC(=O)C1(C)CCCN(C(=O)c2ccc3c(c2)OCO3)C1 (configuration not stated) | -0.5 | 3 | 0 | -1.1 | -0.3 | 0.9 | / | -0.2 | -0.7 | 1 | -3
CC(C)N1CCN(C(=O)C2CCC(=O)N(CCc3cccc(F)c3)C2)CC1 (configuration not stated) | -1.1 | 5 | 2 | 1.7 | -1.1 | 0.2 | 0.7 | -0.1 | 2.4 | 1 | -2
Cc1cc(C)c(C(=O)Nc2ccc3c(c2)OCCO3)c(C)c1 | -0.7 | -4 | 0 | 1.5 | 2.0 | 5.2 | 1.1 | 0.1 | 1.6 | 2 | 0
COc1ccc(Nc2nc(-c3ccc(OC)cc3)c(CCC(=O)O)s2)cc1 | -1.4 | 1 | -4 | 4.3 | 0.7 | 3.8 | 0.1 | 0.0 | 1.0 | -1 | -4
CCOC(=O)c1cc(NC(=O)Nc2ccccc2Cl)c(C)nc1C | -1.4 | 1 | -1 | 3.1 | -0.3 | 2.9 | / | -0.6 | -1.5 | 5 | 1
O=C(COC(=O)c1cccc(Cl)c1)Nc1ccc2[nH]c(=O)[nH]c2c1 | -0.9 | 8 | -10 | -0.6 | 3.2 | -0.1 | -0.8 | 0.3 | -0.5 | 3 | -3
CCCN(C(=O)CSCc1ccc(C)cc1)c1c(N)n(Cc2ccccc2)c(=O)[nH]c1=O | -1.1 | 8 | -3 | -3.5 | -1.5 | 1.4 | -0.2 | -1.4 | -1.8 | 1 | -5
O=C(Cc1cccc([N+](=O)[O-])c1)Nc1cccc(C(=O)N2CCCCC2)c1 | -1.6 | -8 | -1 | -1.5 | -0.5 | -4.1 | -2.3 | 0.3 | -2.3 | 1 | -2

High-throughput results as filed in PubChem.
